p53 reactivator = mutant p53 re-activation in reporter cells. actives 0.063% (n = 320,000). AID 504706. H1299 p53-A138V BP100-luciferase reporter, luminescence, 24 h. Potency, µM (top dose mostly 92.2 µM), inactives show at the top dose activity change, positive = activation, most hits filed as activators; further: potency means the concentration at half of the fitted maximal effect; % of control where 0% means no effect; nearly all actives have a fitted effect of over 45% in size
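p53-null H1299 cells stably carrying temperature-sensitive p53-A138V and a BP100-luciferase reporter were pinned with compounds (4-point, 1:5 series) and held 24 hrs at 37 deg C. Luminescence was read 10 min after detection reagent.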
Gal4-VP16 FLuc = counter-screen for ROR gamma inhibitors: Gal4-VP16 reporter; AID 2546; actives 3.5% (n = 310,000); Potency, µM (doses to about 53.6 µM), for inactives: at the highest dose activity, negative = inhibition, most hits filed as inhibitors; Drosophila S2 Gal4-VP16 UAS-luciferase, luminescence, 20 h;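 further: Gal4-VP16 expression switched on by copper sulfate through the metallothionein promoter; potency means the concentration at half of the fitted maximal effect; on the % scale 0 is the no-effect control and ±100 the full control effect; nearly all actives have a fitted effect of over 50% in size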
ELG1 genotox = inducers of genotoxicity in HEK293T ELG1-luciferase cells; HEK293T ELG1-luciferase reporter, luminescence, 16 h; Potency, µM (series often up to 46 µM), for the others: at the top dose activity change, positive = activation, usual class: activators; actives 1.3% (n = 330,000); AID 504466; further: potency means the concentration at half of the fitted maximal effect; % of control where 0% means no effect; nearly all actives have a fitted effect of over 60% in size
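Step 1: seed 2,000 HEK293T ELG1-luciferase cells per well. Step 2: add compound or DMSO, incubate 16 hr at 37 °C. Step 3: ONE-Glo, 30 min at room temperature, read luminescence.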
TRPV1 ag = activates the human vanilloid receptor TRPV1; Q8NER1; TRPV1-expressing cells, Fluo-8 calcium influx, agonist mode; activation, % at 8.33 µM; actives 0.19% (n = 320,000); AID 540275; in the data active means activation above about 80%; inconclusive means between about 30% and that limit; further: 0% is about no effect
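TRPV1-expressing cells were cultured overnight at 35.5C and loaded with Fluo-8 calcium dye for 40 to 90 min at room temperature. After a 10 s baseline, compound was added and calcium influx was read kinetically for 3 min (ex 480/em 520 nm).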
NPC1 promoter act = NPC1 promoter activation; Huh7 NPC1 promoter luciferase reporter, 24 h; Potency, µM (highest dose often 9.22 µM), for inactives: top-dose activation, hits mostly activators; actives 2.4% (n = 320,000); AID 485313;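 further: potency means the concentration at half of the fitted maximal effect; % of control where 0% means no effect; nearly all actives have a fitted effect of over 60% in size; reporter is driven by a mutant NPC1 promoter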
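Compounds in DMSO were transferred onto Huh7 NPC1-luciferase reporter cells pre-incubated 2 h; after 24 h at 37 °C, Amplite reagent was dispensed and luminescence recorded 10 min later.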
BRCA1 expr up = increases BRCA1 expression. Potency, µM (highest dose often 46.1 µM), for the others: at the top dose activation, actives largely listed as activators. AID 624202. MCF7-BRCA1-FFLuc reporter, luminescence, 48 h; response scale: scaled: vehicle 0%, 10 µM genistein 100%. actives 1.1% (n = 380,000); further: potency means the concentration at half of the fitted maximal effect; nearly all actives have a fitted effect of over 80% in size; some results filed as inactive show a strong effect at the top dose
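MCF7-BRCA1-FFLuc, 2000 cells/well; 2 h attach, 37 °C/5% CO2; compound 48 h; luciferase substrate 15 min; luminescence end-point. Norm. to genistein 10 microM max activation and DMSO; concentration-response curves fitted.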
Tb PFK block = inhibitors of T. brucei phosphofructokinase; Potency, µM (doses to about 57.5 µM), without a hit: at the top dose activity, negative = inhibition, usual class: inhibitors; actives 0.17% (n = 330,000); T. brucei PFK, ADP-Glo luminescence; O15648;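 further: potency means the concentration at half of the fitted maximal effect; 0% = uninhibited 1x PFK enzyme wells and -100% = no-enzyme wells; nearly all actives have a fitted effect of over 60% in size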
Target sequence (O15648 whole entry, looked up): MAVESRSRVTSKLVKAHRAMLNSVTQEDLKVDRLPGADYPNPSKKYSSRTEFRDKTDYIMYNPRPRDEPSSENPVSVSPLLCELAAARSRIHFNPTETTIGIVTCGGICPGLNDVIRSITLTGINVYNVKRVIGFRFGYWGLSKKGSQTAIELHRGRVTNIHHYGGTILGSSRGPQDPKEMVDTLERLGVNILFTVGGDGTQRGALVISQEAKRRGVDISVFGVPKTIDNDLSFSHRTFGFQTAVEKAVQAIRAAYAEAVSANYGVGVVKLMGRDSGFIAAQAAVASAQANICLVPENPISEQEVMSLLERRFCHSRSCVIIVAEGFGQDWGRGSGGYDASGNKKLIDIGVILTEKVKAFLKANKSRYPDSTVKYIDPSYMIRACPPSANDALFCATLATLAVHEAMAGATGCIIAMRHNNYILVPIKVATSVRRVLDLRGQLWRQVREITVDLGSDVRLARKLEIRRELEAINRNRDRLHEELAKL
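PFK 1.25 nM, F6P 0.5 mM, ATP 0.1 mM, 0.1 M TEA pH 8.0, 5 mM MgCl2, 0.01% Tween20, 0.1% BSA; 45 min RT. ADP-Glo readout. qHTS titration up to 57 uM; curves fitted, compounds curve-classed.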
Rab9 prom act = Rab9 promoter activation; actives 2.8% (n = 320,000); Huh7 Rab9 promoter-luciferase reporter, luminescence, 24 h; Potency, µM (top dose mostly 9.22 µM), without a hit: at the highest dose activation, negative = inhibition, most hits filed as activators; further: potency means the concentration at half of the fitted maximal effect; % of control where 0% means no effect; nearly all actives have a fitted effect of over 60% in size
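Promoter activation is measured as luciferase luminescence in Huh7 cells stably transfected with a Rab9 promoter–luciferase construct, following 24 h compound exposure at 37 °C and 10 min reagent incubation at ambient temperature.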
RORg inh = ROR gamma (mouse) transcription inhibition | Drosophila S2 Gal4-RORgamma UAS-luciferase reporter, 20 h | Potency, µM (titrated, usually from 53.6 µM), inactives show at the top dose activity change, negative = inhibition, actives largely listed as inhibitors | actives 5.4% (n = 310,000) | AID 2551; further: potency means the concentration at half of the fitted maximal effect; on the % scale 0 is the no-effect control and ±100 the full control effect; nearly all actives have a fitted effect of over 60% in size
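Schneider cells (Drosophila), stable Gal4 DBD–ROR gamma + UAS-luc; 1 hr cmpd preincubation; Cu2+ induction 700 uM final; 20 hr ambient; luminescence.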
FLuc modulator = counter-screen for miR-21 project: firefly luciferase inhibitors or activators; P08659; purified FLuc, Km substrates, luminescence inhibition; Potency, µM (doses to about 57.5 µM), for the others: top-dose activity change, negative = inhibition, most hits filed as inhibitors; actives 6.9% (n = 360,000);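 further: potency means the concentration at half of the fitted maximal effect; plate controls were vehicle for no effect and reference inhibitor for full effect; nearly all actives have a fitted effect of over 55% in size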
Target sequence (P08659 whole entry, looked up): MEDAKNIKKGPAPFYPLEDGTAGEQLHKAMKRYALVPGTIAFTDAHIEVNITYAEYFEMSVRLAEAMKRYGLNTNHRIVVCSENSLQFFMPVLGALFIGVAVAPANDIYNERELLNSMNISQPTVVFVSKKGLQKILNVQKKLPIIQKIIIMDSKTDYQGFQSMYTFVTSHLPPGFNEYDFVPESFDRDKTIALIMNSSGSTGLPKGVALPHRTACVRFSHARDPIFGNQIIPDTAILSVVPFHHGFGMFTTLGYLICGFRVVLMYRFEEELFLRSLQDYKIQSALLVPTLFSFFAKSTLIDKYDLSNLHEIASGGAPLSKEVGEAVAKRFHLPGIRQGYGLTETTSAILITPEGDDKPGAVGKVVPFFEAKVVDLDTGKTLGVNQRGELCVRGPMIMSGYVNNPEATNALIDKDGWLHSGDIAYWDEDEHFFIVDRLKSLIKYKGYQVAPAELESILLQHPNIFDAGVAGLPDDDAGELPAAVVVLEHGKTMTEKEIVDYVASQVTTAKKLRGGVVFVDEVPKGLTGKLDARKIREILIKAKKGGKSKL
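Biochemical qHTS of compounds, final roughly 60 µM downward over six points, against 10 nM purified firefly luciferase using Km concentrations of substrates (10 uM D-luciferin, 10 uM ATP) in Tris acetate pH 7.5 buffer; luminescence output.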
ELG1 repair inh = ELG1-dependent DNA repair inhibition. actives 2.3% (n = 330,000). Potency, µM (top dose mostly 46.1 µM), without a hit: at the top dose activity change, negative = inhibition, most hits filed as inhibitors. AID 504467. HEK293T ELG1-luciferase reporter, luminescence, 16 h; DNA damage induced by 5-fluorouridine; further: potency means the concentration at half of the fitted maximal effect; on the % scale 0 is the no-effect control and ±100 the full control effect; nearly all actives have a fitted effect of over 55% in size
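In this reporter screen, reduction of luminescence relative to DMSO vehicle indicated activity. Compounds and 5-fluorouridine were added together to 2,000 cells per well, incubated for 16 hr at 37 °C, then developed with ONE-Glo.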
* marks the source's active call; other numbers are inactive results; ? = inconclusive; . = not tested or not shown; [ ] = another dose, or the depositor's remark. Unless noted, the call rests on the fitted dose curve; in most records, active means well fitted curve in the direction sought with a large enough effect; inconclusive means small, poorly fitted or top-dose-only effect, or another doubt; inactive means no such curve, though single readings can be large; an effect the other way counts as inactive or inconclusive.

SMILES | p53 reactivator | Gal4-VP16 FLuc | ELG1 genotox | TRPV1 ag | NPC1 promoter act | BRCA1 expr up | Tb PFK block | Rab9 prom act | RORg inh | FLuc modulator | ELG1 repair inh
O=C(OCC(=O)N1CCN(c2cccc(Cl)c2)CC1)c1ccco1 | 1% | . | 0% | 4 | 0% | 9% | 21µM* | 0% | . | -4% | 9%
NS(=O)(=O)c1cccc(NC(=O)COC(=O)Cc2ccc(Cl)cc2)c1 | 1% | 2% | 2% | 10 | -2% | -3% | 3% | 3% | 12% | 2% | -6%
CC1(C)Cc2c(c(-c3ccccc3)nc(N3CCCC3)c2C(N)=O)CO1 | -2% | -6% | -1% | 1 | 9% | 4% | 11% | 12% | -10% | 1% | 10%
Cc1[nH]n(-c2ccc(Br)cc2)c(=O)c1/C=N/NC(=O)c1ccccc1 | -13% | 0.13µM* | ? | 26 | -22% | -51% | 4% | -36%[inhibitor] | 0.28µM* | 2.1µM* | ?
COc1ccc2nc(C(C)O)[nH]c2c1 (centres undefined) | -2% | -13% | 0% | 1 | 2% | 4% | 1% | -1% | 30% | -6% | 14%
O=C(/C=C/c1ccco1)Oc1ccc(C(=S)N2CCOCC2)cc1 | 10% | -2% | 17% | 1 | 0% | -17% | -4% | -2% | 4% | ? | -4%
COC(=O)CNC(=O)c1cc(-c2ccncc2)nc2ccc(C)cc12 | 9% | -6% | 13% | -2 | -3% | 13% | -2% | 2% | 0% | 3% | 8%
C/C(Cn1nc([N+](=O)[O-])cc1C)=N\NC(=O)c1ccc(C(C)(C)C)cc1 | 5% | -6% | 0% | 3 | 1% | -23% | -1% | -3% | -34% | -13% | 11%
OC(CCN1CCC2(CC1)OCCO2)C(F)(F)F (centres undefined) | -1% | -6% | 5% | 4 | 1% | -3% | -2% | 1% | -13% | 5% | 2%
NC(=O)NC(CC(=O)NNC(=O)c1ccccn1)c1ccccc1Cl (centres undefined) | 3% | . | -2% | 0 | 1% | -5% | -6% | 4% | . | 3% | 15%
COc1ccc(/C(N)=N/OC(=O)C2CCC(=O)N2S(=O)(=O)c2ccc(C)cc2)cc1 (centres undefined) | -4% | -2% | 1% | 4 | 0% | -23% | 4% | 0% | 7% | -1% | -13%
CC(/C=C/c1ccco1)=N\NC(=O)c1cc(C)[nH]n1 | ? | -7% | 13% | -2 | 4% | 10% | -25% | -4% | ? | -2% | 15%
O=C(CN1C(=O)NC2(CCCCCCC2)C1=O)NCc1ccc(Cl)cc1 | -5% | . | 3% | . | . | -16% | -3% | . | . | . | 2%
COC(=O)CN1C(=S)N(C)C(=O)/C1=C/c1cccs1 | 2% | ? | -1% | 1 | -3% | -4% | 0% | -12% | 2% | 5% | 2%
CCN(Cc1ccccc1)C(=O)C1CCN(CC2CC=CCC2)CC1 (centres undefined) | ? | -4% | 1% | 1 | -3% | -16% | 1% | -3% | -12% | 1% | -3%
Cc1cccc2cc(CN(CC3CCCO3)C(=O)c3cnccn3)c(=O)[nH]c12 (centres undefined) | -7% | -10% | -2% | 3 | -2% | -10% | -1% | -3% | 30% | 2% | 11%
CCOC(=O)CSc1nc2ccccc2c(=O)n1CC1CCCO1 (centres undefined) | -3% | -3% | -2% | 21 | -5% | 4% | -6% | -1% | 26% | -3% | -3%
CCCCNC(=O)CSc1nnc(-c2c[nH]c3ccccc23)n1CC1CCCO1 (centres undefined) | -2% | 6% | 0% | -2 | 1% | 5% | 0% | 2% | 14% | -2% | -3%
O=C(Nc1ccc2nn(-c3ccccc3)nc2c1)c1ccc2c(c1)OCO2 | -10% | ? | 9% | ? | -2% | 0% | -13% | -3% | ? | -15% | -2%
O=C(COC(=O)c1ccco1)Nc1ccc(Cl)cn1 | 2% | . | 1% | . | . | -5% | -6% | . | . | . | 23%
COc1ccccc1N1CCN(/N=C/c2cccc(O)c2)CC1 | 6% | -1% | ? | 22 | 19% | ? | 4% | ? | 2% | 13µM* | ?
COc1ccc(C(=O)Nc2sc(C)c(C)c2CN2CC(C)OC(C)C2)cc1 (centres undefined) | ? | 9% | ? | ? | 17% | 34% | -6% | 24% | 10% | ? | ?
N#CCSc1nnc(-c2ccc(F)cc2)n1N | 1% | -1% | 4% | -2 | -1% | 2% | -5% | -3% | -10% | 0% | 28%
COc1cccc(N2C(=O)C3CCCN3C2=S)c1 (centres undefined) | 2% | 3% | -3% | 0 | -2% | -9% | -1% | -4% | -1% | 0% | -21%

Reformatted in markdown: entries from further up.
| SMILES | p53 reactivator | Gal4-VP16 FLuc | ELG1 genotox | TRPV1 ag | NPC1 promoter act | BRCA1 expr up | Tb PFK block | Rab9 prom act | RORg inh | FLuc modulator | ELG1 repair inh |
| --- | --- | --- | --- | --- | --- | --- | --- | --- | --- | --- | --- |
| CC1(C)Cc2c(c(-c3ccccc3)nc(N3CCCC3)c2C(N)=O)CO1 | -2% | -6% | -1% | 1 | 9% | 4% | 11% | 12% | -10% | 1% | 10% |
| O=C(Nc1ccc2nn(-c3ccccc3)nc2c1)c1ccc2c(c1)OCO2 | -10% | ? | 9% | ? | -2% | 0% | -13% | -3% | ? | -15% | -2% |
| COc1cccc(N2C(=O)C3CCCN3C2=S)c1 (centres undefined) | 2% | 3% | -3% | 0 | -2% | -9% | -1% | -4% | -1% | 0% | -21% |

New compounds follow
SMILES | p53 reactivator | Gal4-VP16 FLuc | ELG1 genotox | TRPV1 ag | NPC1 promoter act | BRCA1 expr up | Tb PFK block | Rab9 prom act | RORg inh | FLuc modulator | ELG1 repair inh
COc1cccc(C(=O)NCCS(=O)(=O)N2CCOCC2)c1 | -7% | . | 5% | 1 | -1% | -14% | 10% | 1% | . | 2% | 5%
CC1CC(C)CN(C(=O)COC(=O)c2ccc(S(=O)(=O)N(C)c3ccccc3)cc2)C1 (centres undefined) | -3% | . | 1% | . | . | -4% | 1% | . | . | . | -13%
CCc1ccc(-c2nn(-c3ccccc3C)cc2C(=O)N2CCN(C3CCS(=O)(=O)C3)CC2)cc1 (centres undefined) | 6% | . | -2% | 1 | 0% | -3% | 21% | 0% | . | 2% | 13%
O=C(NC1CC1)c1cc2c(s1)-c1ccccc1OC2 | ? | 8% | ? | ? | 27% | 56% | -3% | 11% | 44% | 12µM* | -21%
O=C(c1ccccc1)n1ccc(-c2cccs2)n1 | 3% | -23% | 0% | 20 | 12% | 16% | -3% | -1% | -17% | 6µM* | 6%
O=C(COc1ccc2ccccc2c1)N1CCNCC1 | 1% | 5% | 4% | 1 | 8% | 21% | -1% | 13% | -4% | -1% | 21%
COc1ccc(OC)c(CCNC(=O)c2ccc3c(=O)[nH]c4c(C(=O)NC(C)C)sc(=S)n4c3c2)c1 | -6% | -22% | -5% | -3 | 13% | 3% | 0% | 3% | ? | -19% | 10µM*
Cc1ccc(S(=O)(=O)Cc2ccc(C(=O)N3CCN(c4ccc(F)cc4)CC3)o2)cc1 | -4% | 3% | -10% | 1 | -8% | -62% | -4% | 1% | 24% | 0% | 23µM*
COCCOC(=O)C1=C(C)NC(=O)NC1c1c(OC)ncnc1OC (centres undefined) | 6% | -6% | -1% | -3 | -3% | 2% | 3% | 2% | -2% | 1% | 1%
COC(=O)C1=C(C)N(C)C(=O)NC1c1ccsc1 (centres undefined) | -4% | 8% | 0% | 1 | -2% | 0% | -5% | 1% | 1% | 4% | -5%
FC(F)(F)C1CC(c2cccs2)Nc2ncnn21 (centres undefined) | 5% | -2% | 0% | 1 | 3% | 18% | 2% | -1% | -31% | 12% | 0%
Cc1cc(C)c(S(=O)(=O)n2ccc3ccccc32)c(C)c1 | 1% | -9% | -4% | 8 | 0% | -25% | 1% | -14% | -1% | -1% | -10%
O=C(NC1CCC(O)CC1)c1ccc(-c2ccc(Cl)cc2)o1 (centres undefined) | 18% | . | 14% | 24 | ? | ? | 3% | ? | . | 11µM* | ?
Cc1c(C(=N)C(C#N)C#N)c(=N)oc2c1ccc1ccccc12 | 3% | -1% | -1% | -5 | -1% | -58% | -1% | 12% | -1% | -16% | 32%
Cc1cc(Br)c2c(c1)/C(=C/C(=O)c1cccs1)C(=O)N2 | -8% | 18µM* | 5% | -1 | -9% | -94% | -3% | -14% | 11µM* | -18% | ?
COc1ccc(C(C)=O)cc1CSc1nc2cc(Cl)ccc2o1 | -3% | -1% | -2% | 0 | -1% | -40% | 2% | 4% | -13% | 2% | -23%
CC(=O)N1CCCc2cc(S(=O)(=O)NC(C(=O)NC3CCCCC3)C(C)C)ccc21 (centres undefined) | -13% | -8% | -1% | -2 | 0% | 7% | -1% | -3% | 2% | 2% | 2%
